Source: PubChem
ASM inhibitor = blocks human secretory acid sphingomyelinase; P17405; placental ASM, HMU-PC fluorogenic substrate, 60 min; Potency, µM (highest dose often 57.5 µM), for inactives: at the top dose activity change, negative = inhibition, hits mostly inhibitors; 0.006% of 340,000 active; further: potency means the concentration at half of the fitted maximal effect
Target sequence (P17405 47-631 limits assumed): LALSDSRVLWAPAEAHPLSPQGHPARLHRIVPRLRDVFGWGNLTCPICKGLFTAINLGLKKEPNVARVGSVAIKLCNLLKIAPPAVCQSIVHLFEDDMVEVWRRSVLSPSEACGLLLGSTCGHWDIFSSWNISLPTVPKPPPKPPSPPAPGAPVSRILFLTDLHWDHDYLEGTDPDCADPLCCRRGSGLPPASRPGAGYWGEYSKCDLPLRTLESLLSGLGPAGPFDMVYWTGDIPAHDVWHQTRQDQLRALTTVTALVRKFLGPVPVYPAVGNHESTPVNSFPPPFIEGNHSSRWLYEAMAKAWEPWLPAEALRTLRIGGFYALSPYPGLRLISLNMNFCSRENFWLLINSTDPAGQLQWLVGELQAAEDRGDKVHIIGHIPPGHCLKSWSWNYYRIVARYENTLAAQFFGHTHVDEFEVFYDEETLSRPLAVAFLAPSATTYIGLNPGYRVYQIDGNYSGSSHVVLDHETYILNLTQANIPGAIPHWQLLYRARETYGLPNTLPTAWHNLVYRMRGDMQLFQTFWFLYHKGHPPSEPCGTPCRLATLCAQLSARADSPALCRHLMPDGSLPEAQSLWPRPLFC
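Human placenta-derived ASM preincubated with compound 10 min at room temperature, then reacted with 9 uM (final) fluorogenic HMU-PC substrate for 60 min at 37 C. Stop solution raises pH to 10; fluorescence read at Ex 386/Em 447 nm.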
Tb PFK block = T. brucei PFK enzyme inhibition | O15648 | T. brucei PFK, ADP-Glo luminescence | Potency, µM (doses to about 57.5 µM), for the others: top-dose activity, negative = inhibition, most hits filed as inhibitors | 0.17% of 330,000 active;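 further: potency means the concentration at half of the fitted maximal effect; 0% = uninhibited 1x PFK enzyme wells and -100% = no-enzyme wells; nearly all actives have a fitted effect of over 60% in size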
Target sequence (O15648 whole entry, looked up): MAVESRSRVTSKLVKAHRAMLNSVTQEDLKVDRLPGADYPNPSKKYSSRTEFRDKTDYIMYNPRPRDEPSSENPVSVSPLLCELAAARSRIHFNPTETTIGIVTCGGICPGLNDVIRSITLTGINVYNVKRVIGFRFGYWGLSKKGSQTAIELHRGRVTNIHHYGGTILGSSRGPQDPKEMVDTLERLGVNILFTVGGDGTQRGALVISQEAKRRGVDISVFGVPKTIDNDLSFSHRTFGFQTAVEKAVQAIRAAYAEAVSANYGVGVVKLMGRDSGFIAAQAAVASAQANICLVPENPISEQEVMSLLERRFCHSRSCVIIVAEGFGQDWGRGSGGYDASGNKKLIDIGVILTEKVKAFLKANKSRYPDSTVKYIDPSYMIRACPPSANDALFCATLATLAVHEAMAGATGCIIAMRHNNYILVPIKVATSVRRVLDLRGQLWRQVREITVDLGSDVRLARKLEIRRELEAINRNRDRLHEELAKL
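Compounds were pin-transferred as a titration series up to 57 uM into substrate buffer (0.5 mM F6P, 0.1 mM ATP, pH 8.0), then 1.25 nM PFK was added and reactions ran 45 min before ADP-Glo detection.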
TSHR antagonist = blocks TSH signaling through the human TSH receptor | P16473 | TSHR-expressing cells, TSH-stimulated cAMP HTRF, 2 h; stronger effect = lower value | activity change, negative = inhibition, % at 11.5 µM | 0.2% of 330,000 active;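 active means activity change below a set negative limit, meaning inhibition stronger than a set level, cut at about -70% in these data; inconclusive means activity change between two set negative limits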; further: on the % scale 0 is the no-effect control and ±100 the full control effect
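Cell-based HTRF cAMP assay; TSHR cells + compound, TSH EC80 (4nM final), 2 h, 37 deg C. Lysis with anti-cAMP cryptate and cAMP-d2, 30 min RT, read 665/620 nm.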
TCR activator = activators of T cell receptors; primary human leukocytes, anti-CD3, IL-2 HTRF, 48 h; Potency, µM (top dose mostly 9.22 µM), without a hit: at the highest dose activation of IL-2 secretion, hits mostly activators; 330,000 tested, under 10 active; further: % of control where 0% means no effect
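Human primary leukocytes + a-CD3 beads + cpd, 48 hr; IL-2 in supernatant by HTRF (ex 320nm / em 665nm). No co-stimulatory signal supplied.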
Integrin act MD = activates integrin-mediated alleviation for muscular dystrophy | 0.064% of 350,000 active | alpha7betagal myoblasts, beta-gal FDG fluorescence, 48 h | Potency, µM (doses to about 38.3 µM), without a hit: at the highest dose activation, hits mostly activators;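 further: potency means the concentration at half of the fitted maximal effect; 100% = response of the positive control SU9516; nearly all actives have a fitted effect of over 60% in size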
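Alpha7betagal+/- myoblasts (passage 13) were plated 16-24 hr, then exposed to compounds (1:260 dilution of DMSO stock) for 48 hours at 37C. After MPER lysis, β-galactosidase reporter activity was read as FDG fluorescence (ex 480/em 540) after 30 minutes.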
ELG1 DNA repair = inhibitors of ELG1-dependent DNA repair in HEK293T cells; HEK293T ELG1-luciferase reporter, luminescence, 16 h; DNA damage induced by 5-fluorouridine; Potency, µM (doses to about 46.1 µM), inactives show top-dose activity change, negative = inhibition, usual class: inhibitors; 2.3% of 330,000 active; AID 504467; further: potency means the concentration at half of the fitted maximal effect; on the % scale 0 is the no-effect control and ±100 the full control effect; nearly all actives have a fitted effect of over 55% in size
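5-Fluorouridine DNA damage + compound/DMSO, 2,000 cells/well, 16 h, 37 °C/5% CO2. ONE-Glo, 30 min RT, luminescence. Readout = decrease in reporter signal.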
Eya2 phos inh = blocks the phosphatase activity of human Eya2; O00167; recombinant Eya2, OMFP fluorescence dephosphorylation (OMFP is methylfluorescein phosphate); Potency, µM (highest dose often 76.9 µM), inactives show at the highest dose activity, negative = inhibition, usual class: inhibitors; 0.006% of 330,000 active; further: potency means the concentration at half of the fitted maximal effect; on the % scale 0 is the no-effect control and ±100 the full control effect
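Eya2 protein (added as 0.2 uM solution) was preincubated with compound for 10 min at ambient temperature in 50 mM HEPES pH 7.5, 50 mM NaCl, 5 uM MgCl2, 0.05% BSA, 1 mM DTT. OMFP (added at 50 uM) then reacted 10 min; fluorescence read at 485/525 nm.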
Mito fusion yeast = inhibitors of mitochondrial division or activators of mitochondrial fusion. S. cerevisiae fusion-defective mutant growth rescue, CellTiterGlo 48 h. Potency, µM (doses to about 46.1 µM), without a hit: at the highest dose growth rescue (activation), hits mostly activators. 0.23% of 320,000 active. AID 485298;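 further: potency means the concentration at half of the fitted maximal effect; % of control where 0% means no effect; nearly all actives have a fitted effect of over 45% in size; temperature-sensitive fusion mutants such as fzo1-1 at 37 °C on non-fermentable ethanol glycerol medium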
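Read-out: ATP-based luminescence (CellTiterGlo, 10 min ambient) reporting growth of fusion-defective ts yeast after 48 hours at 37C on glycerol/ethanol YPEG medium in the presence of compound.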
PTAP TSG101 blk = blocks PTAP/TSG101 interaction to inhibit HIV-1 budding | Q99816 | Fluorescence polarization, FITC-PTAP peptide / Tsg101 binding | AID 493005 | 340,000 tested, under 10 active | Potency, µM (titrated, usually from 115 µM), without a hit: at the top dose activity change, negative = inhibition, most hits filed as inhibitors; active means well fitted inhibition curve with a large enough effect in the main read-out, with a control signal flat, not every such curve was filed as active; inconclusive means small, poorly fitted or top-dose-only effect, or effect the other way, or a change in a side signal; inactive means no such curve, though single readings can be large or run the other way; further: potency means the concentration at half of the fitted maximal effect; % of control where 0% means no effect
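Compounds were pin-transferred onto Tsg101 binding domain (10 uM final) in HEPES pH 7.5 buffer, then FITC-PTAP peptide was added at 50 nM final. After 20 min at RT, polarization reported peptide displacement across a qHTS concentration series.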
A-T KAP1 phos = potential ataxia-telangiectasia treatment; […] A-T fibroblasts, KAP-1 phosphorylation AlphaLISA; neocarzinostatin DNA damage 30 min before lysis; Potency, µM (series often up to 57.5 µM), for the others: at the top dose activation, hits mostly activators; 0.19% of 320,000 active; AID 485349; further: potency means the concentration at half of the fitted maximal effect; % of control where 0% means no effect; nearly all actives have a fitted effect of over 45% in size
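hTERT-immortalized A-T patient fibroblasts ([…]), 500 cells/well in OPTI-MEM, 1% FBS, got compounds for 60 min, then NCS for 30 min at 37C. Lysates were then assayed for phospho-KAP-1 by AlphaLISA (anti-pKAP1 donor, anti-KAP1 acceptor beads), 6 hr at 25C.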
BCR signal inh = chronic active BCR signaling inhibition | ABC-DLBCL IkBa-CBG/CBR reporter, luminescence ratio, 4 h | 0.05% of 340,000 active | AID 493014 | Potency, µM (titrated, usually from 46.1 µM), without a hit: top-dose ratio change, negative = lower green/red ratio, most hits filed as inhibitors; active means well fitted inhibition curve with a large enough effect in the signal ratio, with a control signal flat, not every such curve was filed as active; inconclusive means small, poorly fitted or top-dose-only effect, or effect the other way, or a change in a side signal; the % refers to the signal ratio;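 further: potency means the concentration at half of the fitted maximal effect; plate controls were basal doxycycline-induced cells for no effect and cells given 10 µM MG132 for full effect; MG132 reads +100%, hits lower the ratio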
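Doxycycline induced both beetle luciferases in TMD8 lymphoma cells; IKK-driven degradation limits the IkappaBalpha-fused green signal, while red luminescence normalises for cell number and nonspecific effects. Compounds tested up to 46 uM, 4 hrs.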
* = called active by the depositor; ? = inconclusive; / = no result given; [ ] = remark or other dose. Unless noted, the call rests on the fitted dose curve; in most records, active means well fitted curve in the direction sought with a large enough effect; inconclusive means small, poorly fitted or top-dose-only effect, or another doubt; inactive means no such curve, though single readings can be large; an effect the other way counts as inactive or inconclusive. An unsorted share of the library; about 3.2% have a hit in one of these screens.

#1 Cc1onc(-c2ccccc2Cl)c1C(=O)N1CCCc2ccccc21
#2 CN(C)CCOC(=O)CC12CC3CC(C1)CC(CC(=O)OCCN(C)C)(C3)C2
#3 O=C(NCCC(=O)N(Cc1ccco1)Cc1cccs1)c1ccc(Br)cc1
#4 COC(=O)[C@H](Cc1ccc(O)cc1)NC(=O)Cn1cnc2c(NCc3ccccc3)ncnc21
#5 S=C(NCCc1ccccc1)N/N=C/C1CCCCC1
#6 COc1ccc(C(=O)OC(C)C(=O)NCC2CCCCC2)cc1S(=O)(=O)N1CCOCC1 (centres undefined)
Assay by compound,1,2,3,4,5,6
ASM inhibitor,-1%,0%,1%,-6%,/,5%
Tb PFK block,-4%,-1%,0%,0%,-9%,-6%
TSHR antagonist,-16,-12,2,-4,-5,-5
TCR activator,2%,-4%,1%,-2%[46.1 µM],/,4%
Integrin act MD,6%,-19%,-9%,6%,/,-10%
ELG1 DNA repair,-28%,11%,-23%,8%,28%,4%
Eya2 phos inh,-12%,2%,-2%,-1%,9%,11%
Mito fusion yeast,-1%,1%,-3%,/,-9%,-4%
PTAP TSG101 blk,-2%,-7%,-1%,-2%,/,-2%
A-T KAP1 phos,6%,10%,11%,11%,-5%,-4%
BCR signal inh,1%,?,-19%,?,?,?

#7 O=C(NCc1ccco1)c1nn(-c2ccccc2)c(=O)c2ccccc12
#8 CCc1ccc([C@@H]2CC=C(C(=O)O)[C@H](c3ccc(C)cc3)N2S(=O)(=O)c2ccc(C)cc2)cc1
#9 O=C(NS(=O)(=O)c1ccccc1[N+](=O)[O-])c1ccccc1
#10 OCCC1CN(Cc2ccc(Oc3ncccn3)cc2)CCN1C1CCCCC1 (centres undefined)
#11 CCc1ccccc1NC(=O)c1cc(=O)c2ccccc2o1
#12 NC1C=CC=C(C(=O)O)C1 (centres undefined)
Assay by compound,7,8,9,10,11,12
ASM inhibitor,-5%,?,0%,3%,-1%,-4%
Tb PFK block,-1%,-12%,4%,-2%,5%,/
TSHR antagonist,-10,1,-2,5,5,18
TCR activator,-4%,1%,6%,1%,4%,-11%
Integrin act MD,-15%,5%,40%,0%,?,/
ELG1 DNA repair,-6%,-4%,0%,0%,30%,/
Eya2 phos inh,-5%,-13%,13%,9%,0%,3%
Mito fusion yeast,13%,/,0%,0%,-7%,14%
PTAP TSG101 blk,-5%,-11%,-4%,-3%,0%,1%
A-T KAP1 phos,7%,11%,18%,-9%,0%,/
BCR signal inh,3%,-9%,2%,-3%,?,/

3 compounds out of the list, ordered by heavy-atom count, ascending.
#12 NC1C=CC=C(C(=O)O)C1 (centres undefined)
#11 CCc1ccccc1NC(=O)c1cc(=O)c2ccccc2o1
#8 CCc1ccc([C@@H]2CC=C(C(=O)O)[C@H](c3ccc(C)cc3)N2S(=O)(=O)c2ccc(C)cc2)cc1
Assay by compound,12,11,8
ASM inhibitor,-4%,-1%,?
Tb PFK block,/,5%,-12%
TSHR antagonist,18,5,1
TCR activator,-11%,4%,1%
Integrin act MD,/,?,5%
ELG1 DNA repair,/,30%,-4%
Eya2 phos inh,3%,0%,-13%
Mito fusion yeast,14%,-7%,/
PTAP TSG101 blk,1%,0%,-11%
A-T KAP1 phos,/,0%,11%
BCR signal inh,/,?,-9%

(cont.)
#13 NC(=O)c1ccc(N2CCN(c3ccccc3F)CC2)c([N+](=O)[O-])c1
#14 CC(C(=O)NCC1CCCCC1)N1CCN(S(=O)(=O)c2cccs2)CC1 (centres undefined)
#15 CS(=O)(=O)N(CC(=O)NC1CCCC1)c1ccc(Oc2ccccc2)cc1
#16 CSc1nnc(Cc2ccc3c(c2)OCO3)o1
#17 Cc1ccccc1NC(=S)NC(=O)/C=C/c1ccco1
#18 Cc1ccc(OCC(=O)NCCNC(=O)c2ccncc2)cc1
Assay by compound,13,14,15,16,17,18
ASM inhibitor,-2%,-1%,6%,0%,-9%,0%
Tb PFK block,10%,1%,-1%,-4%,-13%,0%
TSHR antagonist,-11,4,-8,-4,-5,-1
TCR activator,0%,1%,6%,-7%,/,-4%
Integrin act MD,4%,-35%,-3%,-7%,-16%,1%
ELG1 DNA repair,?,3%,0%,17%,-6%,10%
Eya2 phos inh,-15%,13%,1%,-1%,-1%,9%
Mito fusion yeast,-6%,3%,4%,1%,-20%,2%
PTAP TSG101 blk,-2%,0%,-5%,-9%,-6%,-7%
A-T KAP1 phos,0%,-4%,-1%,-1%,-1%,-10%
BCR signal inh,?,0%,7%,-1%,2%,-4%

#19 CCCOC(=O)Nc1nc2ccccc2o1
#20 CCC(=C/c1sc2ccc3ccccc3c2[n+]1C)/C=C1\Sc2ccc3ccccc3c2N1C
#21 CN(C)/C=C(\C#N)S(=O)(=O)c1ccc(Cl)cc1
#22 Cc1ccoc1C(=O)NCc1occc1C(=O)O
#23 Cc1ccc(-c2ocnc2C(=O)Nc2ccccc2NC(=O)c2ccccn2)cc1
#24 Cc1ccc(NC(=O)CN2C(=O)NC(Cc3c[nH]c4ccccc34)C2=O)cc1 (centres undefined)
Assay by compound,19,20,21,22,23,24
ASM inhibitor,-1%,?,-2%,2%,-1%,-5%
Tb PFK block,-10%,?,1%,2%,1%,-5%
TSHR antagonist,0,5,-3,-2,0,32
TCR activator,4%,61%,-3%,-5%,-1%,/
Integrin act MD,21%,-70%[inhibitor],14%,-14%,-25%,12%
ELG1 DNA repair,?,-21%,-2%,7%,-19%,-6%
Eya2 phos inh,10%,-7%,2%,2%,?,-10%
Mito fusion yeast,2%,-29%,-1%,0%,27%,-1%
PTAP TSG101 blk,-1%,?,-2%,-1%,-9%,0%
A-T KAP1 phos,0%,2%,2%,/,3%,6%
BCR signal inh,-5%,?,-14%,?,-1%,0%

Of the compounds above, 3 have a COOH group.
#8 CCc1ccc([C@@H]2CC=C(C(=O)O)[C@H](c3ccc(C)cc3)N2S(=O)(=O)c2ccc(C)cc2)cc1
#12 NC1C=CC=C(C(=O)O)C1 (centres undefined)
#22 Cc1ccoc1C(=O)NCc1occc1C(=O)O
Assay by compound,8,12,22
ASM inhibitor,?,-4%,2%
Tb PFK block,-12%,/,2%
TSHR antagonist,1,18,-2
TCR activator,1%,-11%,-5%
Integrin act MD,5%,/,-14%
ELG1 DNA repair,-4%,/,7%
Eya2 phos inh,-13%,3%,2%
Mito fusion yeast,/,14%,0%
PTAP TSG101 blk,-11%,1%,-1%
A-T KAP1 phos,11%,/,/
BCR signal inh,-9%,/,?

Other structures:
#25 CC(C)=CCN1CCN(Cc2ccc(N3CCNC3=O)cc2)CC1CCO (centres undefined)
#26 CC(C)(C)c1cc(C(=O)N2CCc3ccccc3C2)ccn1
#27 COc1cc(C(=O)N/N=C\c2ccccc2)c([N+](=O)[O-])c(OC)c1OC
#28 CCOc1ccccc1NC(=O)Nc1cccc(S(N)(=O)=O)c1
#29 CCOc1ccc(NC(=O)COC(=O)c2cccnc2)cc1
#30 O=C(Nc1ccc(F)c(F)c1)c1ccc(-n2cncn2)c([N+](=O)[O-])c1
#31 Cn1ncc2c(=O)[nH]cnc21
#32 CC(=O)N1N=C(c2ccccc2)OC1(C)CC(=O)Nc1ccccc1 (centres undefined)
Assay by compound,25,26,27,28,29,30,31,32
ASM inhibitor,-3%,-1%,-3%,0%,1%,-1%,4%,-2%
Tb PFK block,-1%,-1%,-4%,20%,-1%,?,2%,4%
TSHR antagonist,8,-8,8,4,-7,-20,7,-2
TCR activator,-1%,1%,1%[46.1 µM],3%,6%,-6%,2%,2%[46.1 µM]
Integrin act MD,9%,11%,6%,24%,15%,-14%,18%,32%
ELG1 DNA repair,?,13%,-10%,4%,-8%,?,6%,12%
Eya2 phos inh,-1%,-9%,3%,2%,-14%,-18%,3%,0%
Mito fusion yeast,1%,-1%,-3%,1%,1%,-3%,9%,1%
PTAP TSG101 blk,-1%,-4%,2%,-6%,-9%,1%,0%,0%
A-T KAP1 phos,7%,3%,2%,1%,3%,-9%,0%,6%
BCR signal inh,0%,?,-12%,-10%,3%,6%,6%,3%
